Pin1 inh: human Pin1 inhibition | Q13526 | Pin1 FP peptide displacement, HiFluor488, 10 min | Potency, µM (top dose mostly 115 µM), for the others: at the highest dose activity, negative = inhibition, usual class: inhibitors | 0.009% of 390,000 active; active = well fitted inhibition curve with a large enough effect in the polarisation, with a control signal flat, not every such curve was filed as active; inconclusive = small, poorly fitted or top-dose-only effect, or effect the other way, or a change in a side signal; inactive = no such curve, though single readings can be large or run the other way; the % refers to the polarisation; also: % is scaled to controls: 0 for no effect and ±100 for the full control effect
JMJD2A Tudor inh: inhibitors of human JMJD2A Tudor domain; O75164; AlphaScreen JMJD2A-Tudor / H3K4me3 peptide binding; Potency, µM (series often up to 114 µM), for inactives: top-dose activity change, negative = inhibition, most hits filed as inhibitors; 4.4% of 390,000 active; AID 504339; also: % is scaled to controls: 0 for no effect and ±100 for the full control effect; nearly all actives have a fitted effect of over 50% in size
Target sequence (O75164 whole entry, looked up, the tested form may be a part): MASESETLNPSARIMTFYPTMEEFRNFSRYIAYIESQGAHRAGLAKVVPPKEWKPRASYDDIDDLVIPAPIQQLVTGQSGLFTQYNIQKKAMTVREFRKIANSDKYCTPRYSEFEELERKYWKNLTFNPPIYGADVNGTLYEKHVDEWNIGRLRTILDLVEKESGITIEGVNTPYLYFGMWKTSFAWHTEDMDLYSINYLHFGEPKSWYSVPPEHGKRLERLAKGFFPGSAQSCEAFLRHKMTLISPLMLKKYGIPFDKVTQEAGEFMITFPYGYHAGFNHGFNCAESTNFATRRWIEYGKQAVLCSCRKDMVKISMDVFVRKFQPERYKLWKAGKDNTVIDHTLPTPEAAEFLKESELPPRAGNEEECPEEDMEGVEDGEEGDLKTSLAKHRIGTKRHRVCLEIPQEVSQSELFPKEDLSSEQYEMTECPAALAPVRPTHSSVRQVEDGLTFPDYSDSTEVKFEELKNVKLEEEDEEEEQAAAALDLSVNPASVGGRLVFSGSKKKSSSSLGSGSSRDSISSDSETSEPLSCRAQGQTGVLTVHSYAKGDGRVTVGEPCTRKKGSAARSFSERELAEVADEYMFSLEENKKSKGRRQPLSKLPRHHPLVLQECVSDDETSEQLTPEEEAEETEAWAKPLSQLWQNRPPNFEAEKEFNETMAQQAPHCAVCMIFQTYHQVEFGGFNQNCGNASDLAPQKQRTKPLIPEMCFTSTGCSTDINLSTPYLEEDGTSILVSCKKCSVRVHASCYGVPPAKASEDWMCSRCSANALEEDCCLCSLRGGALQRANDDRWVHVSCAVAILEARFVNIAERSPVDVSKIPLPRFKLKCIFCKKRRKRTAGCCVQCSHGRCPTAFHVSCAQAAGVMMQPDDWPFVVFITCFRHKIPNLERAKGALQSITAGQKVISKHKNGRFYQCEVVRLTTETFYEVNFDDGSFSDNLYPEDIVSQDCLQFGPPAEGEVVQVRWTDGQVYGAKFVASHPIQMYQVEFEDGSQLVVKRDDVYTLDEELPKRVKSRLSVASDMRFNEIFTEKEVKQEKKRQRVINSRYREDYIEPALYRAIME
HP1b chromo inh: blocks HP1-beta chromodomain binding to methylated histone tails; 0.56% of 390,000 active; Potency, µM (top dose mostly 114 µM), inactives show top-dose activity change, negative = inhibition, actives largely listed as inhibitors; AlphaScreen HP1-beta / biotin-H3K9me3 peptide binding; P83916; also: nearly all actives have a fitted effect of over 70% in size; inactives centre near 23
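AlphaScreen: HP1-beta (50 nM) preformed 30 min with biotin-H3(1-18)K9me3 peptide (50 nM) in PBS pH 7.4, 0.01% Tween-20. Compound added for 30 min at RT, then streptavidin donor/nickel chelate acceptor beads (10 ug/mL) for 30 min.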
GLS inhibitor: inhibitors of human glutaminase (GLS) | O94925 | GLS enzymatic activity, qHTS titration | Potency, µM (series often up to 45.5 µM), for inactives: at the top dose activity change, negative = inhibition, most hits filed as inhibitors | 0.21% of 410,000 active | AID 624170; also: % is scaled to controls: 0 for no effect and ±100 for the full control effect
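hKGA in 45 mM KH2PO4 (pH 8.2), 0.02% Tween-20 with compound, then 1mM L-Glutamine (stock as added) plus glutamate oxidase/HRP/Amplex red coupling mix. Fluorescence read initially and after 30 min at RT; signal change reflects glutamate formation.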
rTrxR1 inhibitor: inhibitors of rat thioredoxin reductase 1; O89049; recombinant rTrxR1, NADPH fluorescence consumption, selenite substrate; Potency, µM (highest dose often 114 µM), for inactives: at the highest dose activity change, negative = inhibition, actives largely listed as inhibitors; 1% of 390,000 active; also: % is scaled to controls: 0 for no effect and ±100 for the full control effect; nearly all actives have a fitted effect of over 65% in size
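Rat TrxR1 (90 nM in the dispensed reagent) was pre-reduced with 400 uM NADPH for 5 min at room temperature, then incubated with compound for 15 min. After 400 uM selenite was added, NADPH fluorescence (Ex 340/Em 450 nm) was followed for 8 min.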
Tb PGK inh: inhibitors of T. brucei phosphoglycerate kinase; P07378; PGK/GAPDH coupled, Kinase-Glo luminescence, 60 min; Potency, µM (titrated, usually from 57.5 µM), without a hit: at the highest dose activity change, negative = inhibition, usual class: inhibitors; 0.043% of 380,000 active; also: % is scaled to controls: 0 for no effect and ±100 for the full control effect; nearly all actives have a fitted effect of over 60% in size
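Luminescent ATP detection (Kinase-Glo Plus) follows a 60-minute room-temperature incubation, with wells lacking PGK as controls. Buffer: 100 mM TEA (pH 7.6), 5 mM MgCl2, 0.01% Tween-20. Coupling enzyme GAPDH (100 nM final) supplies unstable 1,3-BPG in-well.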
ERG-DNA inh: inhibitors of human ERG Ets domain-DNA interaction; P11308; fluorescence polarization, His-ERG Ets domain / labelled DNA; Potency, µM (titrated, usually from 76.9 µM), for the others: at the top dose FP activity, negative = inhibition, usual class: inhibitors; 0.028% of 370,000 active; AID 624246; active = well fitted inhibition curve with a large enough effect in the polarisation, with a control signal flat; inconclusive = small, poorly fitted or top-dose-only effect, or effect the other way, or a change in a side signal; inactive = no such curve, though single readings can be large or run the other way; the % refers to the polarisation;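 also: polarization taken with two DNA probes labelled with fluorescein and Texas red; % of control where 0% means no effect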
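His-tagged ERG Ets domain (1 uM in the protein solution; 300mM KCl, 50mM Tris-HCl, 1mM EDTA, 1mM DTT, pH 7.5) received compound, then a probe mix of 5 nM fluorescein-DNA and 100nM Texas-615-DNA. Fluorescence polarization was read for both dyes.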
12-LOX inh: inhibitors of human 12S-lipoxygenase ALOX12. purified 12hLO, xylenol orange hydroperoxide absorbance. Potency, µM (top dose mostly 108 µM), inactives show at the top dose activity change, negative = inhibition, usual class: inhibitors. 1.1% of 580,000 active. AID 1671190; also: % is scaled to controls: 0 for no effect and ±100 for the full control effect
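Purified human 12hLO (150 nM final) in 25 mM Hepes, 0.01% Triton X-100, pH 7.0 was preincubated 15 min at room temperature with compound. Then 40 uM arachidonic acid was added, 30 min. Hydroperoxide was read by Fe-XO absorbance ratio 573/405 nm.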
RGS4 inh: human RGS4 inhibition | P49798 | Transcreener GDP fluorescence polarization, RGS4-accelerated GTP hydrolysis | Potency, µM (series often up to 114 µM), without a hit: top-dose activity change, negative = inhibition, hits mostly inhibitors | 0.039% of 390,000 active | AID 504845; also: % is scaled to controls: 0 for no effect and ±100 for the full control effect; nearly all actives have a fitted effect of over 75% in size; some results filed as inactive show a strong effect at the top dose
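MLSMR compounds (23 nl, pin-transferred) preincubated 10 min at room temperature with a 500nM (2x) first reagent, then RGS4 at 900nM (2x) plus Transcreener GDP mix added; fluorescence polarization (620/688 nm) read before and after 90 min at 30 °C.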
The depositor's hits bear a star; i = inactive; ? = inconclusive; / = not tested or not shown; & = joins results of further samples; [ ] = another dose, or the depositor's remark. Unless noted, calls follow the shape of the dose curve; as a rule, active = well fitted curve in the direction sought with a large enough effect; inconclusive = small, poorly fitted or top-dose-only effect, or another doubt; inactive = no such curve, though single readings can be large; an effect the other way counts as inactive or inconclusive. Potency is read from the fitted curve at half-maximal effect. An excerpt (hit frequency here may not be typical).

12-LOX inh,Tb PGK inh,HP1b chromo inh,ERG-DNA inh,Pin1 inh,rTrxR1 inhibitor,RGS4 inh,JMJD2A Tudor inh,GLS inhibitor,Molecule
5%,-3%,3%,-22%,-2%,13%,-3%,-1%,16%,O=C1CCCN1CC(=O)N1CCCC(N2CCN(c3cccc(Cl)c3)CC2)C1 (stereo unspecified)
-14%,4%,43%[activator],4%,-1%,15%,-9%,21%,-6%,COc1ccc(C(=O)N/C(=C\c2cn(C)c3ccccc23)C(=O)NCCN2CCOCC2)cc1OC
-3%,-2%,26%,-1%,-22%,10%[57.1 µM],-8%,0%,-10%,O=[N+]([O-])c1cccc2c(Cl)ccnc12
-4%,10%,32%,6%,-1%,4%[57.1 µM],21%,0%,8%,CCC(C)NC(=O)c1cn(-c2cccc(C)n2)cn1 (stereo unspecified)
3%,1%,30%,2%,11%,26%,21%,8%,5%,CCOC(=O)N1CCN(C(=O)c2ccc(CS(=O)Cc3ccc(C)cc3)o2)CC1 (stereo unspecified)
4%,-4%,24%,5%,-5%,15%[57.1 µM],-23%,5%,0%,CC1(C)C(=O)OC(C(=O)c2ccc(C(C)(C)C)cc2)C(C)(C)C1=O (stereo unspecified)
-17%,7%,14%,3%,3%,18%,-24%,0%,13%,O=C(Nc1ccc(Cl)cc1)c1cnc(-c2ccccc2)nc1-c1ccccc1
0%,i,30%,-5%,13%,3%,-3%,-3%,-1%,CCOC(=O)NC(=O)CSc1nc(C)cc(C)c1C#N
-13%,-3%,41%,2%,16%,29%,2%,-1%,0%,Cc1nnc(N2CCC(C(=O)NC3CCCCC3)CC2)c2nn(-c3ccccc3)c(C)c12
-1%,5%,-2%,1%,2%,-1%[57.1 µM],11%,56µM*,7%,CN1CCN(c2ncc3c(n2)CCN(Cc2cc(Br)cs2)C3)CC1
15%,0%,31%,4%,17%,5%,-53%,-26%,0%,COCCCNC(=S)N1CCN(C(c2ccccc2)c2ccccc2)CC1
9%,0%,41%[activator],-3%,4%,5%,1%,0%,1%,Cc1nn(C(=O)c2ccco2)c(C)c1Br
?,i,14%,13%,-1%,-1%,-8%,-16%,-7%,CCCc1ccc(C(=O)[C@@H]2[C@@H](C(C)=O)N3c4ccc(F)cc4C=C[C@@H]3[C@@]23C(=O)Nc2ccccc23)cc1
-22%,0%,26%,1%,-2%,24%,-2%,-19%,-28%,Cc1ccc(N2C(=O)CSC23C(=O)N(Cc2ccccc2F)c2ccccc23)cc1F (stereo unspecified)
?,-3%,12%,0%,-1%,11%,10%,-15%,3%,COc1ccc(CNC(=O)C[C@H]2C[C@H](C(=O)N(C(C)C)C(C)C)[C@@]3(C)c4[nH]c5cc(CCC(=O)N(C)C)ccc5c4CCN3C2=O)cc1OC
-6%,i,5%,-3%,-2%,-12%,-16%,?,11%,COc1ccc2c(c1)NC(c1ccc(F)cc1)=NC(c1ccc(F)cc1)=N2
72%[activator],11%,-6%,6%,1%,13%[57.1 µM],12%,?,-14%,CCN1CCN(c2nc(Nc3ccc(OC)cc3)nc(N)c2[N+](=O)[O-])CC1
9%,-1%,12%,7%,-3%,1%,-7%,-18%,20%,O=C(COc1ccccc1)Nc1cc(S(=O)(=O)N2CCOCC2)ccc1N1CCCC1
249%[activator],-8%,34%,-15%,-4%,22%,-34%,1%,0%,CC(C)NC(=O)COc1ccc(/C=N/NS(=O)(=O)c2ccccc2)cc1
-4%,-10%,51%[activator],-4%,3%&-2%,10%,-52%,79µM*,1%,CCC(=O)NC(c1ccc(C)cc1)c1ccc2cccnc2c1O (stereo unspecified)
?,-2%,-11%,0%,?,?,-53%,-20%,4%,CCN(c1ccccc1)S(=O)(=O)c1ccc(NC(=S)NC(=O)c2ccc(Br)o2)cc1
/,0%,0%,-8%,8%,-1%,15%,-12%,5%,Cc1ccc2nccc(C(=O)N3CCCC(N4CCN(c5ccc(F)cc5)CC4)C3)c2c1 (stereo unspecified)
-14%,12%,15%,1%,2%,14%,-40%,-15%,11%,CC1CCN(S(=O)(=O)c2ccc3c(c2)N(CC(=O)NC(C)C)C(=O)CS3)CC1
-5%,-1%,26%,2%,9%,-5%,13%,-24%,4%,O=C(CCCn1c(=O)c2cccn2c2cccnc21)N1CCN(c2ccccc2F)CC1
-12%,-2%,-5%,-1%,2%,15%,-7%,-11%,5%,CCc1ccc(NC(=O)C2CCCN(c3nn4cc(-c5ccc(OC)cc5)nc4s3)C2)cc1 (stereo unspecified)
19%,-2%,19%,-2%,0%,12%[57.1 µM],3%,-19%,10%,CC(C)(C)NC(=O)C(=O)NCc1ccccn1
-17%,1%,29%,10%,-2%,10%[57.1 µM],15%,-21%,1%,CCOC(=O)c1ccc(NC(=O)CSc2nnc(COc3ccccc3)n2C)cc1
1%,-4%,15%,-5%,1%,6%[57.1 µM],-32%,-13%,0%,COc1ccccc1NC(=S)NCc1ccccn1
0%,8%,38%,-4%,3%,8%,21%,-10%,7%,CCOc1ccccc1CN1CCC(Oc2ccc(C(=O)NCc3ccccn3)cc2)CC1
-7%,-5%,22%,18%,0%,7%,8%,-19%,10%,CC(Sc1nc2c(N)ncnc2n1CCOc1ccccc1)C(=O)O (stereo unspecified)
-6%,-3%,-1%,3%,11%,-3%,-10%,-25%,6%,CC(=O)c1c(C)[nH]c(C(=O)NCCC2=CCCCC2)c1C
-29%,i,43%[activator],14%,15%,28%,-32%,-6%,2%,NCC12CC3CC(C1)CC(c1ccc(Cl)cc1)(C3)C2
-20%,-9%,44%[activator],-10%,6%,7%,-14%,3%,-3%,CCCCN1C(=O)C(C#N)CC2=C1CC(C)(C)CC2=O (stereo unspecified)
5%,-1%,37%,/,27%,0%,?,-12%,-17%,CCN(C(=O)CSc1nc2scc(-c3ccccc3)c2c(=O)n1N)C1CCS(=O)(=O)C1 (stereo unspecified)
-11%,/,32%,-5%,32%[activator],22%,16%,-9%,2%,COc1cccc(-n2c(SCC(=O)c3c[nH]c4ccccc34)nc3ccccc3c2=O)c1
0%,-2%,49%[activator],-2%,?,-8%[57.1 µM],31%,3%,5%,C=CCC(C=C)S(=O)(=O)c1ccc(C)cc1 (stereo unspecified)
5%,0%,39%[activator],0%,-3%,-20%,18%,-1%,4%,COc1cccc(-c2noc(C3CCCN(C(=O)c4ccc(F)cc4)C3)n2)c1 (stereo unspecified)
-12%,-7%,36%,-12%,-2%,13%[57.1 µM],20%,0%,2%,CCCCC(=O)Nc1ccc2oc(-c3cccnc3)nc2c1
20%,-5%,19%,-2%,0%,20%,8%,-14%,-5%,COc1ccccc1N1C(=O)c2cccc3cccc(c23)C1=O
-20%,i,33%,13%,3%,5%,2%,-5%,-13%,CN(C)C(=O)c1ccc(NC(=O)CN2C(=O)NC3(CCCc4ccccc43)C2=O)cc1 (stereo unspecified)
-16%,-2%,0%,2%,-6%,16%[57.1 µM],0%,-19%,1%,CS(=O)(=O)N(CC(=O)NCCSCc1ccco1)c1ccc(Cl)cc1
-1%,4%,0%,3%,?,1%,21%,-15%,6%,CCOc1ccc(NC(=O)c2sc3nc(C)nc(N4CCOCC4)c3c2C)cc1
230%[activator],i,14%,-19%,-13%,-39%,17%,-29%,5%,O=S(=O)(c1ccccc1)c1nc(-c2ccc(F)cc2)oc1NCC1CCCO1 (stereo unspecified)
28µM*,-4%,?,-2%,?,13µM*,-54%,45µM*,-17%,O=C(CSc1nnc(-c2ccco2)c(-c2ccco2)n1)c1ccccc1
-10%,-2%,70%[activator],-3%,0%,12%,2%,-8%,0%,O=C(COC(=O)COc1cccc(Br)c1)Nc1c(Cl)cccc1Cl
0%,0%,50%[activator],3%,-2%,-5%[57.1 µM],-5%[11.4 µM],-2%[11.4 µM],1%,O=C(N1CCOCC1)N(CCN1CCOCC1)Cc1cccc2ccccc12
0%,i,44%[activator],7%,4%,8%,9%,-14%,2%,Cn1nnc(NC(=O)c2cccc([N+](=O)[O-])c2)n1
5%,-3%,35%[activator],-6%,-6%,13%[57.1 µM],-1%,3%,0%,COc1ccc(CC(=O)OCC(=O)Nc2cccc(Br)c2)cc1
0%,i,-4%,-3%,0%,8%,-44%,?,15%,CN(c1ccccc1)S(=O)(=O)c1ccc(Cl)c(C(=O)Nc2ccc(N3CCOCC3)cc2)c1

4 records picked at random from those above:
12-LOX inh,Tb PGK inh,HP1b chromo inh,ERG-DNA inh,Pin1 inh,rTrxR1 inhibitor,RGS4 inh,JMJD2A Tudor inh,GLS inhibitor,Molecule
0%,i,-4%,-3%,0%,8%,-44%,?,15%,CN(c1ccccc1)S(=O)(=O)c1ccc(Cl)c(C(=O)Nc2ccc(N3CCOCC3)cc2)c1
0%,i,44%[activator],7%,4%,8%,9%,-14%,2%,Cn1nnc(NC(=O)c2cccc([N+](=O)[O-])c2)n1
230%[activator],i,14%,-19%,-13%,-39%,17%,-29%,5%,O=S(=O)(c1ccccc1)c1nc(-c2ccc(F)cc2)oc1NCC1CCCO1 (stereo unspecified)
-1%,4%,0%,3%,?,1%,21%,-15%,6%,CCOc1ccc(NC(=O)c2sc3nc(C)nc(N4CCOCC4)c3c2C)cc1
